Screens: PubChem, several laboratories
Rev-erbA mod: modulators of Rev-erb alpha DNA binding, primary screen, biochemical, FITC-DNA, fluorescence polarization, uHTS; Nuclear receptor subfamily 1 group D member 1 (Homo sapiens), P20393; Rev-erbα–FITC-DNA binding, 90 min; activity, % at 10 µM; 0.79% of 370,000 active;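 active means activity above about 14%, limit read from the data; passing the limit was not always enough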;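 further: 0% = DMSO wells with 35 nM protein and 100% = DMSO wells with 750 nM protein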
SMARCA2 act: SMARCA2 (BRM) function activators, primary screen, cell-based, luminescence, high throughput; AID 652017, 2013; 1% of 370,000 active; MG213 cells, MMTV-luciferase reporter, dexamethasone, overnight; activation, % at 9.1 µM; in the data active means activation above about 7.8%;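 further: 0% = vehicle wells and 100% = reference activator wells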
ssDAF-12 act: S. stercoralis DAF-12 nuclear receptor activators, primary screen, cell-based, luminescence, HEK293, GRIP1 co-expression, lit1-tk-luc; HEK293 ssDAF-12/GRIP1 lit1-tk-luc reporter; % of 3 µM dafachronic acid response; activation, % at 6.8 µM; 1% of 370,000 active;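 active means activation above the mean over all tested compounds plus 3 SD, cut at about 0.9% in these data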;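 further: 0% = DMSO-only wells and 100% = 3 µM delta7-dafachronic acid wells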
PLC-beta3 inh: human PLC-beta3 inhibitors, primary screen, biochemical, fluorescence; inhibition, % at 12.2 µM; 0.18% of 370,000 active; Purified PLC-beta3, fluorogenic substrate; 1-phosphatidylinositol 4,5-bisphosphate phosphodiesterase beta-3 (Homo sapiens), Q01970; in the data active means inhibition above about 11%;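 further: 0% = median of compound wells on plate and 100% = full blocker control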
PLC-gamma1 inh: PLC-gamma1 enzyme inhibitors, primary screen, biochemical, fluorescence, purified enzyme | 1-phosphatidylinositol 4,5-bisphosphate phosphodiesterase gamma-1 (Homo sapiens), P19174 | fluorogenic substrate | inhibition, % at 12.2 µM | 0.84% of 370,000 active; in the data active means inhibition above about 9.5%
Target sequence (P19174 whole entry, looked up): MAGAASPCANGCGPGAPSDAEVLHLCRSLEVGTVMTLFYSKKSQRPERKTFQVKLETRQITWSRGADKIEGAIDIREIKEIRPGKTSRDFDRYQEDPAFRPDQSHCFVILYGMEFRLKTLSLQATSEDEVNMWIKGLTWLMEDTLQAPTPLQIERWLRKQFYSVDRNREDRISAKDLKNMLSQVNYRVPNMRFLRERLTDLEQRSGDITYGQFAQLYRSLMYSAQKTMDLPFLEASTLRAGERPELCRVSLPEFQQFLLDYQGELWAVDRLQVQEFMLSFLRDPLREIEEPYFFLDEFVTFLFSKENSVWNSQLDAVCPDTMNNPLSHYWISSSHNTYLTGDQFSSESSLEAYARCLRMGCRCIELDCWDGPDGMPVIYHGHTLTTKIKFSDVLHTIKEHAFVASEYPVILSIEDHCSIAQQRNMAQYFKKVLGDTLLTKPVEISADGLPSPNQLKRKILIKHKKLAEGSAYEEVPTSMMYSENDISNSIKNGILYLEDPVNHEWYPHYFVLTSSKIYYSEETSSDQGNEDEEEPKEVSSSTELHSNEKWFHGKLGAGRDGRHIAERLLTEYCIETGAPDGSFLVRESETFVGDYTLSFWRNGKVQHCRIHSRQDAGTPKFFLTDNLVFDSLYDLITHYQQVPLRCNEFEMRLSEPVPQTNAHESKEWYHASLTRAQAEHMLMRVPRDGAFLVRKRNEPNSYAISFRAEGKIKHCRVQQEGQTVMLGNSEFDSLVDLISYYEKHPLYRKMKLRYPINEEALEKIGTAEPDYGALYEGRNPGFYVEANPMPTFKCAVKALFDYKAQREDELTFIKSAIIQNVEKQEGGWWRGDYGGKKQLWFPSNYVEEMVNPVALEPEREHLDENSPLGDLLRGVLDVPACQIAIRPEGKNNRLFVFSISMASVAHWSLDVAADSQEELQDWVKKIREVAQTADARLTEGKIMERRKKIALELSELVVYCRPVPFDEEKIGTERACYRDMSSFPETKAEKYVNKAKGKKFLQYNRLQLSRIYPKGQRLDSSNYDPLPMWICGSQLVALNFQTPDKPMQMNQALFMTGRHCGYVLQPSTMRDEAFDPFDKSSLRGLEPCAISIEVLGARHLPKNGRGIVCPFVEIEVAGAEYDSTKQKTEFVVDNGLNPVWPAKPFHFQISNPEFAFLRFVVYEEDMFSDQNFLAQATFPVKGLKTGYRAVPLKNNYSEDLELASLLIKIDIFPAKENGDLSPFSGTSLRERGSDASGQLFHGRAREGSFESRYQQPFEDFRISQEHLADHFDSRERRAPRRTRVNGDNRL
MBD2 inh: inhibitors of MBD2 binding to methylated DNA, primary screen, biochemical, TR-FRET, DNA-binding domain, human. MBD2 binding to methylated oligonucleotide. 0.31% of 370,000 active. AID 686964, 2013. inhibition, % at 4.4 µM; in the data active means inhibition above about 13%
ADAM17 inh: ADAM17 inhibitors, primary screen, biochemical, QFRET; Disintegrin and metalloproteinase domain-containing protein 17 (Homo sapiens), P78536; recombinant ADAM17, EDANS/DABCYL FRET peptide cleavage; inhibition, % at 6.95 µM; 0.83% of 370,000 active; AID 720648, 2013;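 active means inhibition above the mean of compounds lying between control limits plus 3 SD, set per campaign, cut at about 8.5% in these data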;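 further: 0% = DMSO-only wells as the low control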
hgDAF12 agonist: H. glycines DAF-12 receptor agonists, primary screen, cell-based, luminescence, HEK293, GAL4 fusion, UAS-luciferase; AID 687014, 2013; 1.8% of 370,000 active; Nuclear hormone receptor DAF-12 (Heterodera glycines), GAL4 fusion; activation, % at 6.8 µM; HEK293 GAL4-hgDAF12 UAS-luciferase reporter, agonist luminescence; normalized to butyrate control;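 active means activation above a cutoff set at the mean of all screened compounds plus 3 SD, cut at about 10% in these data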;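 further: 0% = DMSO wells and 100% = sodium butyrate wells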
DAX1 inh-1: DAX1 (NR0B1) inhibitors, primary screen, cell-based, HEK293, Gal4-DAX1, luciferase luminescence. inhibition, % at 6.75 µM. AID 504766, 2011. Nuclear receptor subfamily 0 group B member 1 (Homo sapiens), P51843. 0.99% of 340,000 active. HEK293 Gal4-DAX1 luciferase reporter;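 active means inhibition above the mean over all tested compounds plus 3 SD, cut at about 4.2% in these data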;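 further: 0% = DAX1-transfected cells with DMSO and 100% = empty-vector control cells with DMSO; inhibition shows as a rise in luminescence from relieved DAX1 repression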
DAX1 inh-2: DAX1 (NR0B1) inhibitors on StAR promoter, primary screen, cell-based, luminescence, SF-1 (NR5A1), full-length DAX-1. HEK293T StAR-luciferase reporter, SF-1/DAX-1 repression relief. inhibition, % at 6.8 µM. 1.1% of 370,000 active. AID 652010, 2013;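 active means inhibition above the mean over all tested compounds plus 3 SD, cut at about 3.6% in these data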;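 further: 0% = DAX-1 cells with DMSO and 100% = cells lacking DAX-1 with DMSO; higher inhibition means more luminescence from relief of DAX-1 repression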
hcDAF-12 act: H. contortus DAF-12 nuclear receptor activators, primary screen, cell-based, luminescence, HEK293, lit1-tk-luc reporter. HEK293 hcDAF-12 lit1-tk-luc reporter; 0% DMSO, 100% Δ7-dafachronic acid. 1.4% of 370,000 active. activation, % at 6.8 µM;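 active means activation above the mean of all tested compounds plus 3 SD, cut at about 5.5% in these data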;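 further: 100% = response to 3 µM Δ7-dafachronic acid high control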
The depositor's hits bear a star; i = inactive; x = no result given.

SMILES	Rev-erbA mod	SMARCA2 act	ssDAF-12 act	PLC-beta3 inh	PLC-gamma1 inh	MBD2 inh	ADAM17 inh	hgDAF12 agonist	DAX1 inh-1	DAX1 inh-2	hcDAF-12 act
Cc1cccc(NC(=O)NC(C)C(c2cccs2)N2CCOCC2)c1 (stereo unspecified)	-10	0	-1.4	4	-1	-2	-2	1.3	0.5	0.3	-0.5
CCc1ccc(C(=O)COC(=O)c2cc([N+](=O)[O-])ccc2N2CCOCC2)cc1	-2	0	-1.7	-1	4	-1	4	0.1	-3.5	-8.7	-3.7
COc1cc(-c2cc(C(=O)Nc3cccc(C(C)=O)c3)c3ccccc3n2)cc(OC)c1OC	5	1	-1.4	-221	-157	0	-13	-4.8	-0.7	-1.2	-1.9
CC(C(=O)NC1CCCCC1)N1CCN(C)CC1 (stereo unspecified)	5	-1	-1.6	-5	3	7	-6	4.5	1.9	0.5	-1.8
O=C(C(Cc1ccccc1)N1C(=O)C2C3C=CC(C3)C2C1=O)N1CCCCC1 (stereo unspecified)	-3	1	-1.1	0	3	2	-2	0.9	0.6	0.8	-1.2
COc1ccc(NC(=O)CCCCCn2nnc3ccccc3c2=O)cc1OC	-1	1	-1.1	-1	0	0	-1	0.1	0.9	0.0	-2.5
COc1ccccc1NC(=O)CSc1ccc(-c2ccc(-n3ccnc3)cc2)nn1	8	0	-1.2	-2	1	-3	-4	1.4	-1.3	-0.8	-2.3
O=C1CCC/C(=N/NC(=O)C2CCN(S(=O)(=O)c3cccs3)CC2)C1	2	8.7*	-0.8	-151	-145	-1	-52	-1.3	-0.6	-0.1	2.5
CCCC(=O)N1CCN(c2nnc(-c3ccc(C)cc3)c3ccccc23)CC1	6	-3	-1.2	-5	1	5	-4	-4.1	-2.3	-0.3	-3.5
CCN(CC(=O)Nc1ccc(NC(C)=O)cc1)C(=O)c1ccc(N(C)S(=O)(=O)c2ccc(C)cc2)cc1	-5	-2	-1.4	-4	-2	-1	-2	-0.7	0.0	-0.8	-0.3
COc1ccc(N2C(=O)CC(N(C)CCc3ccc(OC)c(OC)c3)C2=O)cc1 (stereo unspecified)	-3	-1	-0.5	3	2	2	-2	0.4	1.4	0.2	-1.7
CCc1ccc(C(=O)COC(=O)CNC(=O)c2ccc(Br)o2)cc1	-4	-2	-1.1	-9	2	2	1	1.9	0.5	1.6	-1.8
CCOC(=O)C1CCN(c2ccc(Cl)nn2)CC1	0	0	-2.1	-6	-2	-7	0	-3.3	1.2	-0.1	1.6
Cn1c(SCC(=O)NCCN2C(=O)CSC2=O)nc2ccccc2c1=O	7	1	-1.0	-1	3	2	0	0.5	-0.4	0.4	1.3
Cc1ccc(CN(Cc2cc3cc4c(cc3[nH]c2=O)OCCO4)Cc2nnnn2Cc2ccco2)cc1	2	2	-0.2	i	-353	0	-98	4.1	0.7	0.1	2.9
Cc1cc(C)nc(OC(C(=O)O)C(OCC(C)C)(c2ccccc2)c2ccccc2)n1 (stereo unspecified)	-3	-4	-1.6	-11	-2	0	-2	-2.9	-0.5	-0.2	-1.5
CCN(CC)S(=O)(=O)c1ccc(Cl)c(NC(=O)COC(=O)c2cccn2C)c1	6	-7	-2.4	-1	1	-1	2	-5.3	-3.4	-2.2	-3.8
COc1ccc(-c2cc3cc(OC)c(OC)cc3c(C)n2)cc1C	4	-3	-1.3	-244	-175	5	-23	4.1	0.5	0.1	-2.3
O=C(N/N=C/C=C/c1ccccc1)c1ccncc1	1	-3	-1.5	-2	5	-10	6	2.6	2.1	0.7	1.0
Cc1cc(C)nc(SCc2cccc(C(=O)O)c2)n1	-6	-4	-1.4	-3	-1	1	-6	-4.5	-0.5	-0.5	1.8
Cc1cc(OCCOCCN2CCCC2)ccc1C(C)C	2	-3	-1.0	1	-3	0	-3	-1.3	0.5	-0.1	-1.3
O=C(COC(=O)/C=C/c1ccccc1)Nc1ccc(Cl)cn1	-4	1	-1.1	-12	-3	1	-3	1.0	1.8	-0.7	1.4
CCOC(=O)C1CCCCN1C(=O)CCc1c(C)nc2cc(-c3ccccc3)nn2c1C (stereo unspecified)	-1	-10	-3.2	-26	-22	-5	-4	-12	-2.2	-1.7	-6.6
CCn1c(SCC(=O)Nc2nc(C)cs2)nnc1-c1ccncc1	2	-2	-0.9	-3	1	1	-1	-2.1	0.2	0.6	-1.6
CC(C)Cc1nn2c(=O)cc(O)nc2s1	1	-1	-0.3	-8	-1	-5	-1	-1.7	2.4	-0.6	-0.5
CCCC(=O)NC1CCCc2c1cnn2-c1ccc(C)c(C)c1 (stereo unspecified)	8	-1	-1.4	-4	-2	1	-3	-1.6	-0.7	0.7	-1.4
CCN(C(=O)CSc1ncn[nH]1)c1c(N)n(Cc2ccccc2)c(=O)[nH]c1=O	2	1	-1.6	-1	2	2	2	-1.1	-0.4	-1.2	-1.5
NC(Cc1ccc(Cl)cc1)c1csc(Nc2ccc(C(=O)NCCCO)cn2)n1 (stereo unspecified)	-4	-2	-1.9	-41	-31	6	-4	2.4	x	0.1	-0.9
Cc1ccc(S(=O)(=O)N2CCN(C(=O)COc3ccc(NC(=O)c4ccco4)cc3)CC2)cc1	-6	1	-0.8	1	0	1	-3	0.0	-0.6	1.3	-0.4
CCN(CC)CCC#CC(O)(c1ccccc1)c1ccccc1	-3	-2	-0.6	0	0	1	0	1.0	1.2	-0.2	-0.6
CCOC(=O)c1nc(-c2ccccc2)oc1N(C)C	6	0	-1.6	-48	-51	5	-350	1.1	-0.4	-0.7	-0.9
CC(=O)c1ccc(NC(=O)c2onc(C)c2Cl)cc1	-1	3	-0.3	-1	3	-3	2	9.4	0.1	2.6	7.8*
CCOc1ccc(N2CC(C(=O)Nc3ccc(N4CCOCC4)cc3)CC2=O)cc1 (stereo unspecified)	-2	3	-1.3	8	4	0	1	-1.4	1.2	-0.2	-1.9
CC(c1ccon1)N(C)Cc1cn[nH]c1-c1ccc(F)cc1F (stereo unspecified)	-4	-2	-1.4	-3	0	2	-5	0.9	-0.4	-0.3	-0.5
COc1ccc(-c2[nH]ncc2CN(C)C(C)c2cccs2)c(F)c1 (stereo unspecified)	-8	-1	-0.9	1	0	2	0	0.1	0.7	-0.2	-2.5
CC(=O)c1cccc(NC(=O)CSc2nc(=O)n(Cc3ccccn3)c3c2CCC3)c1	6	-2	-0.9	-4	4	-2	4	-3.2	-0.1	-1.8	0.4
CCC1(N(C(C)=O)c2ccc(OC)cc2)C(=O)c2ccccc2C1=O	-1	-5	-1.8	0	-4	8	-7	1.4	-1.2	-1.0	-2.8
O=C(NCc1ccccc1)c1ccccc1Br	-5	-4	-1.6	1	-1	2	0	-1.6	1.0	-0.3	-0.3
COc1cc(C(=O)C(O)c2ccc(O)c(OC)c2)ccc1O (stereo unspecified)	-5	-4	-1.5	-1	2	-6	-4	1.2	-0.3	-0.9	-1.6
COc1ccc(NC(=O)CN(C)CC(=O)Nc2ccc(Cl)cc2F)cc1	-4	-3	-1.7	-3	1	1	-2	-2.7	0.7	0.7	-0.6
COc1cccc(NC(=O)CN(Cc2ccccc2)S(C)(=O)=O)c1	3	0	-0.7	1	1	-4	0	3.3	-1.0	0.6	-4.0
CCC1=NN(C(=O)COc2ccccc2)C(O)(c2ccncc2)C1 (stereo unspecified)	1	0	-1.3	-2	-2	0	0	6.8	-1.1	0.2	-1.6
COc1ccc(-c2[nH]ncc2/C=N/NC(=O)c2ccncc2)c(OC)c1	-3	0	-0.7	-11	-2	0	3	0.7	1.8	0.1	0.0
CC1(C(=O)NCc2ccccn2)C=CCN1C(=O)c1ccccc1 (stereo unspecified)	1	4	-0.8	1	2	-2	3	1.0	0.3	0.0	-0.1
Cc1onc(-c2cccc(Cl)c2Cl)c1C(=O)O/N=C(\N)c1ccc([N+](=O)[O-])o1	0	0	-1.9	-6	0	0	-2	-1.1	1.5	-0.9	-3.1
O=[N+]([O-])c1ccc(Cc2nnc(-c3ccc(F)cc3)o2)cc1	-7	7	0.0	-8	0	3	1	9.4	2.2	1.0	4.5
O=S(=O)(c1ccc(C(F)(F)F)cc1)N1CCCN(c2ccc(C(F)(F)F)cn2)CC1	15	2	-1.8	0	-1	1	-2	-1.3	x	0.5	-1.4
CC(C)(CN1CCC(Cc2ccccc2)CC1)NS(=O)(=O)c1ccccc1	-9	0	-2.2	-5	1	9	-3	-0.3	-1.3	-0.3	-3.3
COc1ccc(C(=O)Nc2c(C)ccc3nsnc23)cc1[N+](=O)[O-]	0	1	-1.0	-38	-30	-8	-1	3.1	0.5	-0.2	-0.3
COC(=O)CN(C(=S)Nc1ccc(F)cc1)C1CC(=O)N(c2ccc(OC)cc2)C1=O (stereo unspecified)	-1	-4	-0.5	3	2	-3	-1	-1.1	-0.3	0.1	-0.8
CNC(=O)c1csc(-c2ccncc2)n1	0	-1	-0.5	3	4	-5	2	-0.9	0.5	1.0	0.1
CC(C)CCn1c(CN2CCN(Cc3ccccc3)CC2)nc2c1c(=O)[nH]c(=O)n2C	-2	4	-1.1	-1	3	-1	2	-0.2	0.9	-0.2	0.0
Fc1ccc(Nc2nnns2)cc1	0	-2	-1.5	-4	9	-4	-3	-2.3	-0.8	1.1	0.1
C/C(=N\O)C(=O)NCCCn1ccnc1	1	-3	-1.6	4	5	-7	4	0.0	1.1	0.1	-0.1
O=C(O)c1cccc(S(=O)(=O)Nc2ccccc2C(=O)NCCc2ccccc2)c1	-5	1	-0.8	-7	-2	-1	-3	5.8	1.8	0.2	1.6

Structures above that contain bromine (two):
SMILES	Rev-erbA mod	SMARCA2 act	ssDAF-12 act	PLC-beta3 inh	PLC-gamma1 inh	MBD2 inh	ADAM17 inh	hgDAF12 agonist	DAX1 inh-1	DAX1 inh-2	hcDAF-12 act
CCc1ccc(C(=O)COC(=O)CNC(=O)c2ccc(Br)o2)cc1	-4	-2	-1.1	-9	2	2	1	1.9	0.5	1.6	-1.8
O=C(NCc1ccccc1)c1ccccc1Br	-5	-4	-1.6	1	-1	2	0	-1.6	1.0	-0.3	-0.3

Fetched by compound from above:
SMILES	Rev-erbA mod	SMARCA2 act	ssDAF-12 act	PLC-beta3 inh	PLC-gamma1 inh	MBD2 inh	ADAM17 inh	hgDAF12 agonist	DAX1 inh-1	DAX1 inh-2	hcDAF-12 act
O=[N+]([O-])c1ccc(Cc2nnc(-c3ccc(F)cc3)o2)cc1	-7	7	0.0	-8	0	3	1	9.4	2.2	1.0	4.5
COc1ccc(-c2[nH]ncc2/C=N/NC(=O)c2ccncc2)c(OC)c1	-3	0	-0.7	-11	-2	0	3	0.7	1.8	0.1	0.0
